KCNK3 inh: human KCNK3 channel inhibition, primary screen; B-score at 10 µM; 0.84% of 340,000 active; AID 602410; CHO-KCNK3 thallium flux, FluxOR fluorescence; hits give low values; O14649;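 active means B-score under library mean minus 4 SD, starting fluorescence ratio at most library mean plus 5 SD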;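 further: more negative B-score means stronger inhibition of thallium flux through KCNK3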
Target sequence (O14649 whole entry, looked up): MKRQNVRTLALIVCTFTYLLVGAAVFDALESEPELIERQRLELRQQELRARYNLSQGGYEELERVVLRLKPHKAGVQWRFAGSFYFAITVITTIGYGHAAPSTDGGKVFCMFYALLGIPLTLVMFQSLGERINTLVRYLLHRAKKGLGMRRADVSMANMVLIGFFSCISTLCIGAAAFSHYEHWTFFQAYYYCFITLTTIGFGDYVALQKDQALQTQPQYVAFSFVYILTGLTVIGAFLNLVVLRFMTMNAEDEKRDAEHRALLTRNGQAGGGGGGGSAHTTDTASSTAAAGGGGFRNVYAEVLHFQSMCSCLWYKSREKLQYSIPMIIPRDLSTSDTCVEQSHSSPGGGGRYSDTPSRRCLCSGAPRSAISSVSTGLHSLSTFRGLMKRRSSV
Starred values were filed as active, the others as inactive; i = inactive. This is a subset (hit frequency here may not be typical).

KCNK3 inh | mol
i | Cc1ccccc1N1CCN(C(=O)[C@@H]2CCCN2C2=NS(=O)(=O)c3ccccc32)CC1
i | O=C(CN1C(=O)NC2(CCCC2)C1=O)NCCc1ccc(Cl)cc1Cl
i | Cc1ccccc1CC(=O)Nc1cccc(S(=O)(=O)N2CCCC2)c1
i | CC(C)(C)OC(=O)N1CCC(C(=O)Nc2cccc(C(=O)NCCCc3ccccc3)c2)CC1
i | COc1ccc(NC(=O)c2cc(C)cc(C)c2)cc1S(=O)(=O)N1CCCCC1
i | COc1cc(OC)cc(C(=O)NCC(=O)NCCN2C(=O)S/C(=C\c3ccccc3Cl)C2=O)c1
i | O=S(=O)(c1cccc(C(F)(F)F)c1)N1CCN(CC(O)COCc2ccccc2)CC1 (stereo not drawn)
i | O=C(COC(=O)c1n[nH]c(=O)c2ccccc12)NC1CCCCC1
i | CCN(CC(=O)Nc1cccc(OC)c1)C(=O)c1cccc(S(=O)(=O)N2CCc3ccccc32)c1
i | CCOC(=O)C1=CN(Cc2cccc(F)c2)S(=O)(=O)NC1c1ccc(F)c(Cl)c1 (stereo not drawn)
i | CC(C)(C)OC(=O)N(CCc1ccccc1)Cc1ccc(OCc2cccc(NC(=O)c3ccccc3)c2)cc1
i | O=C(CCNC(=O)c1ccccc1Cl)Nc1cccc(S(=O)(=O)N2CCOCC2)c1
i | CC(C)C[C@H]1CNC(=S)N1CC1CCN(CCCC2CCCCC2)CC1
i | CCCCN(C(=O)c1ccc(N2CCCC2=O)cc1)c1c(N)n(CCC)c(=O)[nH]c1=O
i | CN(Cc1cccs1)C(=O)C1CCN(S(=O)(=O)c2ccccc2)CC1
i | COc1ccc(N2CCN(C(=O)c3ccc(-c4nc5ccccc5s4)o3)CC2)cc1
i | COc1ccc(Cl)cc1-c1nc(SCC(=O)NC2CCS(=O)(=O)C2)n[nH]1 (stereo not drawn)
i | O=C(CN1C(=O)NC2(CCCC2)C1=O)OCc1cccc(Br)c1
i | COc1cc(NC(=O)CN2C(=O)COc3ccccc32)cc(OC)c1
i | CN(CC(=O)Nc1ccc(F)c(F)c1F)C(=O)C1CCCC1
i | CC[C@]12c3[nH]c4cc(CCC(=O)N(C)C)ccc4c3CCN1C(=O)[C@@H](CC(=O)NCc1ccc(OC)c(OC)c1)C[C@@H]2C(=O)N1CCN(C(=O)C2CC2)CC1
i | CC(=O)c1ccccc1OCC(=O)Nc1cccc(S(=O)(=O)N2CCCC2)c1
i | O=C1c2ccccc2C(=O)c2c([N+](=O)[O-])ccc(O)c21
i | CC(OC(=O)/C=C/c1ccccc1)C(=O)NC1CCCCC1C (stereo not drawn)
i | CCOc1ncccc1C(=O)N1CCN(S(=O)(=O)c2cccs2)CC1
i | CN(C(=O)c1cccc(NC(=O)Cc2cccc(NC(=O)C3CCCN(C(=O)C4CCC4)C3)c2)c1)C1CC1 (stereo not drawn)
i | C#CCOCCOCCOCCNc1nc(N2CCN(C(=O)[C@H](CCC(=O)O)n3cc([C@@H](N)[C@H](C)CC)nn3)CC2)nc(N2CCN(C(=O)[C@H](CCC(=O)O)n3cc([C@@H](N)CC(N)=O)nn3)CC2)n1
i | CCOC(=O)C1CCN(C(=O)CN2C(=O)NC(C)(c3ccc4cc(OC)ccc4c3)C2=O)CC1 (stereo not drawn)
i | O=C(COC(=O)c1ccc2ncsc2c1)NCc1ccccc1Cl
i | C=CCn1c(SCCN)nnc1-c1cccc(S(=O)(=O)N2CCOCC2)c1

Further records follow.
KCNK3 inh | mol
i | CCOc1ccccc1-n1nnnc1SCC(=O)N1CCCC1=O
i | Cc1cc(C)n2nc(SCC(=O)Nc3ccc(F)c(F)c3F)nc2n1
i | O=C(NCCC(=O)N1CCN(C(=O)c2ccco2)CC1)c1ccccc1Cl
i | COc1ccc(/C=C/C(=O)Nc2ccc(C)c(S(=O)(=O)N3CCOCC3)c2)cc1
i | O=[N+]([O-])c1ccc(-c2cccnc2)cc1
i | COc1ccc(/C=C/C(=O)OCC(=O)c2ccc[nH]2)cc1
i | Cc1ccc(S(=O)(=O)N2CCN(C(=O)c3ccc(COc4ccccc4)o3)CC2)cc1
i | N#Cc1cccc(NS(=O)(=O)c2ccc(S(=O)(=O)N3CCOCC3)cc2)c1
i | O=C(c1ccc(OCC2CCCO2)cc1)N1CCN(S(=O)(=O)c2cccc(F)c2)CC1 (stereo not drawn)
i | CC(=O)Nc1ccc(NC(=O)c2ccc(OCc3c(C)noc3C)cc2)cc1
i | N#Cc1ccccc1S(=O)(=O)N1CCNS(=O)(=O)c2ccccc21
i | CC(C)(C)OC(=O)C[C@@H]1C/C=C\C[C@@H](CC(=O)N[C@H](CO)Cc2ccccc2)C(=O)NCCOC1=O
i | CC(C)C(NS(=O)(=O)c1cccc(C(F)(F)F)c1)C(=O)NCc1cccs1 (stereo not drawn)
i | Nc1ccccc1O
i | CC(C)(C)S(=O)(=O)N1C[C@H]2C(=CC[C@@H]3C(=O)N(c4ccccc4)C(=O)[C@@H]32)[C@H]1CCO
i | CC(=O)Nc1ccc(NC(=O)C(C)OC(=O)C23CC4CC(CC(Cl)(C4)C2)C3)cc1 (stereo not drawn)
i | Cc1ccccc1NC(=O)Cc1nc(COC(=O)c2cc(Br)ccc2O)cs1
i | COc1ccc(S(=O)(=O)N2CCN(c3nn(C)c(=O)n(C)c3=O)CC2)cc1
i | C=C(C)c1ccccc1
i | N#Cc1ccc(C(=O)OCC(=O)Nc2cccc(S(=O)(=O)NC3=NCCC3)c2)cc1
i | COc1ccc(C(CNC(=O)C(CCSC)NC(=O)c2ccccc2Cl)N2CCCCC2)cc1 (stereo not drawn)
i | COc1ccc(S(=O)(=O)N2CCCCCC2)cc1C(=O)N1CCN(c2ccc(F)cc2)CC1
i | NCCC1CN(C(=O)OCc2ccccc2)c2ccccc21 (stereo not drawn)
-8.8* | COc1ccc(Cl)cc1NC(=O)CN(C)C(=O)c1cc2c(F)cccc2s1
i | C[C@H](O)[C@@H]1C(=O)N2CCc3ccc(N4CCOCC4)cc3[C@@H]2C[C@@H]1N(C)C(=O)Nc1ccccc1
i | CCCCCN(C(=O)CCC(=O)OCC(=O)N1CCCCC1CC)c1c(N)n(CCCC)c(=O)[nH]c1=O (stereo not drawn)
i | CCCn1c(SCC(=O)Nc2cccnc2Cl)n[nH]c1=O
i | CC(C)CCN1C(=O)c2ccc(C(=O)OCC(=O)N(CC(C)C)C3CCS(=O)(=O)C3)cc2C1=O (stereo not drawn)
i | CCN(CC(=O)Nc1ccccc1C(F)(F)F)C(=O)c1ccccc1Sc1ccccc1C#N
i | C=CCOC(=O)N1CCC2CC1c1cc(-c3ccc(OC)cc3)ccc12 (stereo not drawn)

3 structures already listed, arranged by count of non-hydrogen atoms, descending:
KCNK3 inh | mol
i | C[C@H](O)[C@@H]1C(=O)N2CCc3ccc(N4CCOCC4)cc3[C@@H]2C[C@@H]1N(C)C(=O)Nc1ccccc1
i | CCN(CC(=O)Nc1ccccc1C(F)(F)F)C(=O)c1ccccc1Sc1ccccc1C#N
i | C=CCOC(=O)N1CCC2CC1c1cc(-c3ccc(OC)cc3)ccc12 (stereo not drawn)

The listing picks up, repeating the 2 entries before the break.
KCNK3 inh | mol
i | CCN(CC(=O)Nc1ccccc1C(F)(F)F)C(=O)c1ccccc1Sc1ccccc1C#N
i | C=CCOC(=O)N1CCC2CC1c1cc(-c3ccc(OC)cc3)ccc12 (stereo not drawn)
i | Cc1ccccc1N1CCN(CC(=O)Nc2ccccc2C(=O)NC2CC2)CC1
i | COc1ccc(C(=O)C(C)Sc2nnc(C3CC3)n2C2CC2)cc1 (stereo not drawn)
i | O=C(Nc1cccc(S(=O)(=O)N2CCCCCC2)c1)c1ccc(=O)[nH]c1
i | CCOC(=O)Cc1csc(NC(=O)COC(=O)/C=C/c2ccc(OC)cc2)n1
i | CNS(=O)(=O)c1cccc(C(=O)OCC(=O)c2ccc[nH]2)c1
i | C[C@H](NC(=O)c1nc[nH]c1C(=O)N[C@@H](C)c1ccccc1)c1ccccc1
i | CC(NC(=O)c1ccco1)C(=O)OCC(=O)N1CCCCCC1 (stereo not drawn)
i | O=C(CN1CCN(C(=O)c2cncn2-c2ccc(F)cc2)CC1)Nc1ccccc1C(F)(F)F
i | Cc1ccc(S(=O)(=O)N2[C@@H](c3cccc(C)c3)C(C(=O)O)=C[C@H]2CC2CCCC2)cc1
i | COCCCN(C(=O)CSc1nc2ccccc2c(=O)n1C)c1c(N)n(Cc2ccccc2)c(=O)[nH]c1=O
i | CC(NC(=O)COC(=O)CNC(=O)C1CCCCC1)c1ccccc1 (stereo not drawn)
i | O=C(C1COc2ccccc2O1)N1CCN(c2ccc(C(F)(F)F)cn2)CC1 (stereo not drawn)
i | CCC1Nc2ncnc(N3CCc4ccccc4C3)c2N(Cc2ccc(Cl)cc2)C1=O (stereo not drawn)
i | O=C(COC(=O)c1ccccc1O)NC(=O)NCc1ccccc1
i | COc1ccc(S(=O)(=O)N2CCN(c3ccccc3)CC2)cc1OC
i | CCN(C(=O)COC(=O)c1cc(=O)[nH]c2ccccc12)c1c(N)n(Cc2ccccc2)c(=O)[nH]c1=O
i | CC1(C2CC2)NC(=O)N(CC(=O)Nc2ccc(F)cc2F)C1=O (stereo not drawn)
i | Cc1ccc(S(=O)(=O)N2CCSCCSCCSCCSCC2)cc1
i | O=C(CN1CCN(c2ccccc2O)CC1)Nc1ccc2c(c1)OCCCO2
i | COc1ccc(CC(=O)OCC(=O)NC2CCCC(C)C2C)cc1OC (stereo not drawn)
i | CC12CCC(C(=NO)C1=O)C2(C)C (stereo not drawn)
i | Clc1nc(NCCc2ccccc2)c2cn[nH]c2n1
i | COc1ccc(S(=O)(=O)N2CCCCC2)cc1NS(=O)(=O)c1ccccc1
i | CCN1CCN(S(=O)(=O)c2ccc(Cl)c(C(=O)N(C)Cc3ccccc3)c2)CC1
i | CN(C(=O)c1cccc(NC(=O)Cc2ccc(NC(=O)C3CCCN(C(=O)CCc4ccccc4)C3)cc2)c1)C1CCC1 (stereo not drawn)
i | COc1ccc(OC)c(NC(=O)COC(=O)CCNc2ccccc2OC)c1
i | CC(C)N(C(=O)[C@H]1C[C@H](CC(=O)NCCCN(C)C)C(=O)N2CCc3c([nH]c4cc(CCC(=O)N(C)C)ccc34)[C@]12C)C(C)C
i | COc1ccc(OC)c(NC(=O)COC(=O)C2CCCCC2)c1
i | C=C(C(=O)c1ccccc1)C(NC(C)(C)C)c1ccccc1 (stereo not drawn)
i | CN1CCN(C(=O)CN2C(=O)NC(C)(c3ccc4ccccc4c3)C2=O)CC1 (stereo not drawn)

Some of the entries so far, as a markdown table.
| molecule | KCNK3 inh |
| --- | --- |
| CCN1CCN(S(=O)(=O)c2ccc(Cl)c(C(=O)N(C)Cc3ccccc3)c2)CC1 | i |
| CN(C(=O)c1cccc(NC(=O)Cc2ccc(NC(=O)C3CCCN(C(=O)CCc4ccccc4)C3)cc2)c1)C1CCC1 (stereo not drawn) | i |
| COc1ccc(OC)c(NC(=O)COC(=O)CCNc2ccccc2OC)c1 | i |
| CC(C)N(C(=O)[C@H]1C[C@H](CC(=O)NCCCN(C)C)C(=O)N2CCc3c([nH]c4cc(CCC(=O)N(C)C)ccc34)[C@]12C)C(C)C | i |
| COc1ccc(OC)c(NC(=O)COC(=O)C2CCCCC2)c1 | i |
| C=C(C(=O)c1ccccc1)C(NC(C)(C)C)c1ccccc1 (stereo not drawn) | i |
| CN1CCN(C(=O)CN2C(=O)NC(C)(c3ccc4ccccc4c3)C2=O)CC1 (stereo not drawn) | i |

(cont.)
KCNK3 inh | mol
i | Nc1nnc(SCC(=O)Nc2cc(S(=O)(=O)N3CCOCC3)ccc2N2CCCC2)s1
i | Cc1ccc(C(=O)NNC(=O)c2ccc3ccccc3c2)cc1
i | CC[C@]12c3[nH]c4ccccc4c3CCN1C(=O)C(CC(=O)NCc1ccco1)C[C@@H]2C(=O)N1CCN(C(=O)C2CC2)CC1 (stereo partly drawn)
i | Oc1ccc(C=NNc2ccccn2)c(O)c1
i | O=C(CSc1nnnn1-c1ccccc1)NCC1(N2CCCCC2)CCCCC1
i | CC(Sc1nc2ncc(Cl)cc2[nH]1)C(=O)NC1(C#N)CCCCC1 (stereo not drawn)
i | Cn1c(=S)c2[nH]c(SCCC(C)(C)C)nc2n(C)c1=O
i | COc1ccc(-c2c(-c3ccc(OC)c(F)c3)c3ccccc3n2C)cc1
i | COc1ccc(C=NOCC(=O)OCC(=O)Nc2ccc(OC)cc2)cc1
i | CC(=O)N1CCN(C(=O)C2CCN(S(=O)(=O)c3ccccc3C(F)(F)F)CC2)CC1
i | CCN(C(=O)CSc1nc(C)nc2sc(C)c(C)c12)C1CCS(=O)(=O)C1 (stereo not drawn)
i | CC(C)(C)c1ccc(-c2nnc(SCC(=O)NCC3CCCO3)n2N)cc1 (stereo not drawn)
i | COc1ccc(S(=O)(=O)N2CCN(C(=O)CSC(=S)N3CCCC3)CC2)cc1
i | CC(c1ccccc1)N1CC(C(=O)N2CCCC(C(N)=O)C2)CC1=O (stereo not drawn)
i | O=C1OC(Cc2ccccc2)C(c2ccccc2)C1=O (stereo not drawn)
i | CSCCC(NS(=O)(=O)c1ccc(C)cc1)C(=O)NCC(C)(C)N1CCOCC1 (stereo not drawn)
i | N#Cc1cccc(NC(=O)COC(=O)c2ccc[n+]([O-])c2)c1
i | C[C@H]1CN([C@@H](C)CO)C(=O)c2cccc(NS(=O)(=O)c3ccc(Cl)cc3)c2O[C@@H]1CN(C)CC1CCCCC1
i | Nc1ncnc2c1ncn2[C@@H]1O[C@H](CNC(=O)[C@@H](N)Cc2ccccc2)[C@@H](O)[C@H]1O
i | CN(C)S(=O)(=O)c1cccc(NC(=O)COc2ccc3ccccc3c2)c1
i | Cc1cnc(C(=O)Nc2ccc(C)c(S(=O)(=O)N3CCCCC3)c2)cn1
i | CN(Cc1ccccc1)C(=O)c1cccc(NC(=O)Cc2ccc(NC(=O)C3CCN(C(=O)C4CCCCC4)CC3)cc2)c1
i | CSc1ccccc1NC(=O)CN(C)CC(=O)c1c(C)[nH]c2ccccc12
i | O=C(COC(=O)c1ccc(O)cc1O)NC(=O)c1ccccc1
i | N#CCCN(Cc1cccnc1)S(=O)(=O)c1ccc2ccccc2c1

Compound activity: PubChem BioAssay, Johns Hopkins Ion Channel Center
